Screening results as filed in PubChem BioAssay.
CHO-K1 Ca ag – M1 agonist counterscreen hit in parental CHO-K1 cells; hit rate 0.48% among 360,000; activation, % at 3 µM; Fluo-8 calcium fluorescence; scaled to maximal ATP response, vehicle zero; in the data active = activation above about 15%;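 also: untransfected CHO-K1 host cells lacking M1 receptor as counterscreen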
M1 ag – agonists of human M1 muscarinic receptor; P11229; CHO-K1 hM1, Fluo-8 calcium fluorescence, agonist mode; 0% DMSO, 100% acetylcholine EC100; activation, % at 3 µM; hit rate 0.33% among 360,000;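 active = activation above the run's mean compound activation plus 3 SD, cut at about 16% in these data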;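 also: peak over basal fluorescence ratio within a 140 s kinetic read after compound addition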
Target sequence (P11229 whole entry, looked up): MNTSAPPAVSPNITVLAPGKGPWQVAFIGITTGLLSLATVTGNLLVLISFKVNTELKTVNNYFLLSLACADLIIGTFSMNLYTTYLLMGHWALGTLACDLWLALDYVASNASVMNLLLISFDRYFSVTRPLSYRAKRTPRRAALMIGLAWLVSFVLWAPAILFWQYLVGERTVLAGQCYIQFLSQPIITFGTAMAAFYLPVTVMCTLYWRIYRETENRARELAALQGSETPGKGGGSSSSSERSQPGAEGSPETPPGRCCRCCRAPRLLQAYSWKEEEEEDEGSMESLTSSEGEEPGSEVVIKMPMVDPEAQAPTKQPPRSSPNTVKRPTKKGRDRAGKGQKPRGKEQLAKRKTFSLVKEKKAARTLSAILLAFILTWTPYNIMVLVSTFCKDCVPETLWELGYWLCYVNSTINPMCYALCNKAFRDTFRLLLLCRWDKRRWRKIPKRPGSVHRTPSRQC
CHRM1 PAM – potentiates human M1 receptor response to acetylcholine. P11229. CHO-K1 hM1, Fluo-8 calcium fluorescence, ACh EC20; 0% = ACh EC20, 100% = maximal ACh. activation, % at 3 µM. hit rate 0.088% among 360,000. AID 588819; in the data active = activation above about 19%, passing the limit was not always enough
TAAR1 antag – antagonists of human TAAR1; inhibition, % at 3 µM; hit rate 1.5% among 360,000; AID 624466; CHO RD-HGA16 TAAR1, Fluo-8 calcium fluorescence, antagonist; Q96RJ0;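 active = inhibition above a per-plate cutoff, the mean inhibition of test compounds on that plate plus 3 SD, cut at about 49% in these data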;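 also: 0% = DMSO plus EC80 beta-PEA response and 100% = DMSO alone without agonist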
Target sequence (Q96RJ0 whole entry, looked up): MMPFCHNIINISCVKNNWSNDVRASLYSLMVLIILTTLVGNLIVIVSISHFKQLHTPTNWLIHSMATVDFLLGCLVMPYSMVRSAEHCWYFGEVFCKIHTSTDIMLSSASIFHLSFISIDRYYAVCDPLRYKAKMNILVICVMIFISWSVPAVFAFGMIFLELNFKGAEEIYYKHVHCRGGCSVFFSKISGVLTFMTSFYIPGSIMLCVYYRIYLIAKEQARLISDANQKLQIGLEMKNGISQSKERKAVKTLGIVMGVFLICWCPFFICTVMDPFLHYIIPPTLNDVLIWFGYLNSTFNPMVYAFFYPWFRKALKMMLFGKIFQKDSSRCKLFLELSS
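Material: RD-HGA16 CHO cells with stable hTAAR1 and Gα16; Dosing: single nominal final test compound concentration of 3 µM; Schedule: seeding 17-24 h prior, 75-min 37 °C, 30-min RT dye loading; Detection: kinetic Fluo-8 calcium fluorescence measurement; Measure: % inhibition from peak post-agonist over basal fluorescence ratio; Benchmarks: vehicle and agonist controls.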
TAAR1 agonist – agonists of human TAAR1 | Q96RJ0 | CHO RD-HGA16 TAAR1, Fluo-8 calcium fluorescence; vehicle wells 0%, saturating PEA agonist 100% | activation, % at 3 µM | hit rate 0.99% among 360,000;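 active = activation above the mean activation of all test compounds in the run plus 3 SD, cut at about 38% in these data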
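System: CHO-derived RD-HGA16 cells with stable Gα16 and human TAAR1 / Times: 17-24 h plating, Fluo-8 75 min 37 °C, 30 min RT / Technique: calcium-sensitive Fluo-8 signal, excitation 470-495, emission 515-575 nm / Measure: % activation relative to PEA EC100 response / Benchmarks: DMSO and PEA EC100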
CHO-K1 Ca antag – nonselective inhibitor or artifact in parental CHO-K1 cells; ATP-induced calcium, Fluo-8 fluorescence; inhibition, % at 3 µM; hit rate 0.6% among 360,000;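 active = inhibition above a per-plate cutoff, the plate's mean sample inhibition plus 3 SD, cut at about 24% in these data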;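 also: 0% = DMSO plus EC80 ATP and 100% = DMSO alone without ATP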
M1 PAM parental – nonselective activator or artifact in parental CHO-K1 calcium assay. ATP EC20, Fluo-8 calcium fluorescence; 0% at ATP EC20, 100% at ATP max. activation, % at 3 µM. hit rate 0.02% among 360,000. AID 602247;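 active = activation above the run cutoff, the mean activation of all test compounds plus 3 SD, cut at about 40% in these data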;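 also: peak over basal fluorescence ratio in a 140 s read after ATP addition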
CHO parental Ca – signal in parental CHO cells, OX1R antagonist counter-screen; parental CHO-K1, ATP-induced calcium, Fluo-8 fluorescence; inhibition, % at 5.6 µM; hit rate 0.63% among 330,000;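 active = inhibition above that plate's mean sample inhibition plus 3 SD, cut at about 26% in these data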;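 also: 0% = ATP-challenged DMSO wells and 100% = DMSO wells without ATP; some compounds past the cut are filed as inactive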
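Test system: untransfected parental CHO cell line. Compound: one dose, 5.6 µM nominal. Detection: intracellular calcium via Fluo-8 no-wash fluorescent dye. Measure: % inhibition. Benchmarks: ATP-challenged DMSO wells low, unchallenged DMSO wells high.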
M1 antag – blocks human M1 muscarinic receptor | hit rate 1.3% among 360,000 | CHO-K1 hM1, Fluo-8 calcium fluorescence, ACh EC80 antagonist | inhibition, % at 3 µM;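 active = percent inhibition above its own plate's cutoff, namely the mean of that plate's compound wells plus 3 SD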;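 also: peak over basal fluorescence ratio during 140 s after agonist addition; 0% = ACh EC80 plus DMSO and 100% = DMSO alone without agonist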
* marks the source's active call; other numbers are inactive results; . = not tested or not shown.

SMILES	CHO-K1 Ca ag	M1 ag	CHRM1 PAM	TAAR1 antag	TAAR1 agonist	CHO-K1 Ca antag	M1 PAM parental	CHO parental Ca	M1 antag
Nc1ccc2c(c1)-c1ccccc1S(=O)(=O)N2	0.5	-1	7	-12	0	-8	22	2	-3
O=C1CS/C(=N/N=C/c2ccccc2)N1c1ccc(O)cc1	2.1	0	10	13	4	-5	10	14	-19
CCN1CCN(CCCN(Cc2ccco2)C(=S)Nc2cccc(Cl)c2C)CC1	0.0	-8	-11	-20	3	0	-6	-14	18
CC(C)Cn1c(N)c(C(=O)COC(=O)c2ccncc2)c(=O)n(C)c1=O	0.1	7	10	0	5	19	-3	9	-1
CC(=O)c1c(C)[nH]c(C(=O)CN2C(=O)NC(C)(C)C2=O)c1C	0.0	0	-1	-22	3	3	-24	-2	3
O=C(CN1CCN(C(=O)C2CCCO2)CC1)Nc1ccc(Cl)c(Cl)c1 (stereo not given)	3.0	1	-2	-9	3	7	-27	-11	11
CC(C)(C)c1ccc(/C=N/OCC(=O)NCc2ccccc2)cc1	0.6	18*	15	-1	3	-13	21	-20	-10
Cc1cc(C)cc(NC(=S)Nc2cccc3cnccc23)c1	-0.8	-13	-12	-7	10	21	-14	.	4
Cc1ccc(N(Cc2ccccc2)C(=O)c2cc(S(=O)(=O)N3CCOCC3)ccc2C)cc1	-0.3	-5	-6	-16	-1	15	3	-12	14
Fc1ccccc1OCC1CCCN(Cc2nc(CC3CC3)no2)C1 (stereo not given)	-0.1	-11	1	3	13	-5	-2	-9	0
CNc1cc(-c2cc(OC)ccc2OC)ncn1	0.2	-3	5	-23	1	-10	6	.	-14
COCCNC(=O)CN(CCc1ccccc1)S(=O)(=O)c1ccc(OC)cc1	0.2	-6	7	12	9	-4	13	0	-7
CC(=O)Nc1ccc(C2=NN(C)C(=NCc3ccccc3)SC2)cc1	7.6	-7	-2	-20	4	-12	16	-7	7
COc1ccc(N2CC(C(=O)NCCc3ccc(OC)c(OC)c3)CC2=O)cc1 (stereo not given)	-0.4	-6	9	1	0	13	4	-9	-11
CCn1c(C)c(CS(=O)(=O)c2ccccc2)[nH]c1=O	0.6	-2	-10	0	1	-9	24	-15	14
OC(c1ccccc1)c1ncc(-c2ccc(C(F)(F)F)cc2)[nH]1 (stereo not given)	0.2	-5	2	7	3	-1	-6	.	-4
Cc1ccc(CN(c2ccc(C(=O)Nc3cccnc3)cc2)S(C)(=O)=O)cc1	3.7	-2	7	16	21	-10	21	3	-9
NS(=O)(=O)c1ccc(CCNC(=O)CNC(=O)c2ccccc2Br)cc1	-0.2	-1	9	2	0	-2	12	-5	-13
CN(C)CCOc1ccc(-c2c(-c3ccsc3)sc3ccccc23)cc1	0.4	-4	5	29	24	9	-11	27	2
CCOC(=O)C1=C(C)NC(=O)NC1c1cn(-c2ccccc2)nc1-c1cccs1 (stereo not given)	2.2	-8	-1	9	5	-11	19	-23	0
C=CCSC1=N/C(=C\c2ccc(C)o2)C(=O)S1	0.2	-1	8	-2	0	-7	11	-11	-10
COc1cccc(-c2cc(C(=O)Nc3cnn(Cc4ccccc4C)c3)no2)c1	0.4	-3	-2	40	4	9	-10	-3	3
Cc1ccc(OCC(=O)NCCc2nc3ccccc3[nH]2)c(C)c1	1.0	-5	1	4	6	5	6	-22	-7
COCCn1c(C)cc(/C=C2/NC(=O)N(c3ccc(Cl)cc3)C2=O)c1C	1.1	-6	7	-1	1	-5	15	-7	-5
Cc1cccc(OCCCC(=O)NNC(=O)c2ccccn2)c1	1.8	-2	6	-16	4	-22	16	-14	-2
The results go on:
SMILES	CHO-K1 Ca ag	M1 ag	CHRM1 PAM	TAAR1 antag	TAAR1 agonist	CHO-K1 Ca antag	M1 PAM parental	CHO parental Ca	M1 antag
CCCCC(O)C1=C[N+](=O)CC=C1 (stereo not given)	0.3	.	.	1	1	-1	-14	.	.
CC(Cc1ccccc1)NC(=O)C1CCCNC1=O (stereo not given)	1.1	-1	9	-1	11	-10	13	2	-13
COc1ccc(NC(=O)NNC(=O)c2cc3occc3n2C)c(OC)c1	0.3	-3	-9	-5	0	4	5	-1	6
CCNc1nc(NCC)nc(NS(=O)(=O)c2ccc(N)cc2)n1	-0.1	-1	12	-35	6	2	6	5	-8
COC(=O)c1c(NC(=O)c2nc3ccccc3s2)sc2c1CCN(C(C)=O)C2	1.4	-6	-2	.	.	2	13	-12	5
O=C(O)CC(NC(=S)NCc1ccccc1)C(=O)O (stereo not given)	0.1	-5	6	-22	5	2	-5	3	2
Cc1cccc(C)c1NC(=O)C(c1ccccc1OC(F)(F)F)N1CCN(C/C=C/c2ccccc2)CC1 (stereo not given)	1.6	-6	-5	13	-1	-17	19	.	-4
CN1/C(=C\C(=O)C[n+]2ccc(C(=O)c3ccccc3)cc2)C(C)(C)c2ccccc21	0.1	-6	-4	-9	10	-1	-17	-19	9
CC1=C(C(=O)N2CCCCCC2)CC(CC(=O)NCc2cccc3ccccc23)C(=O)N1CCC1=CCCCC1 (stereo not given)	4.9	.	.	-5	-1	-29	20	.	.
Cc1ccc(NC(=O)COc2nsnc2N2CCOCC2)cc1Cl	2.6	-7	-8	11	13	-4	-4	-1	6
O=C1/C(=C\c2ccc3c(c2)OCO3)CCC/C1=C/c1ccc2c(c1)OCO2	2.8	-2	-3	1	6	2	-1	-14	11
COCCCNC(=O)CCn1nc(-c2ccc(Cl)cc2)ccc1=O	0.1	-2	19	-5	5	4	-17	-10	-18
Cc1cc(C(=O)Nc2ccc(Br)cc2)cs1	3.7	-3	0	28	18	-8	-3	-17	-2
OC(CNCc1ccncc1)c1ccccc1 (stereo not given)	-0.2	-2	1	3	10	-3	-6	9	-10
Cn1nc(C(=O)NCc2ccco2)c2ccccc2c1=O	1.0	-1	5	-9	0	4	4	-12	-7
COc1ccc(NC(=O)c2cc3c(s2)CCC3)cc1S(=O)(=O)N1CCOCC1	2.8	-1	8	-7	5	-4	16	3	-10
O=S(=O)(Nc1cccc(-c2cn3cccnc3n2)c1)c1ccc(-c2ccccc2)cc1	4.0	4	17	19	14	-6	16	1	-42
Cc1ccc2ccc(C(Nc3cccc(C(F)(F)F)c3)c3cccnc3)c(O)c2n1 (stereo not given)	0.7	-8	13	7	2	-14	16	-18	-5
O=C(CN1C(=O)NC2(CCCC2)C1=O)NCc1cccc(Cl)c1	-0.1	-3	-8	-15	0	-12	14	-11	10
CCCn1ncc(CN2CCN(Cc3ccc(C)o3)C(CCO)C2)c1C (stereo not given)	1.5	-4	13	-22	1	-12	10	-18	-16
O=C(Nc1ccc(OC(F)(F)F)cc1)Oc1ccccc1N1CCOCC1	8.4	1	-4	17	8	12	6	16	14
CCCCc1nnc(NC(=O)CCS(=O)(=O)c2ccc(Cl)cc2)s1	0.5	6	19	-9	14	7	9	-13	-17
COCCC(=O)N1CCC(Oc2ccc(C(=O)N(C)C(C)c3ccon3)cc2)CC1 (stereo not given)	0.4	-2	3	-11	0	6	3	0	-6
Cc1cc(C(=O)COC(=O)CCC(=O)c2ccc3c(c2)OCCO3)c(C)n1Cc1ccco1	0.2	-3	3	5	3	-6	9	-20	-2
CCOC(=O)c1ccc(NC(=O)Nn2cnnc2)cc1	0.6	-2	1	-21	1	-4	-8	.	12

Ordered by count of non-hydrogen atoms (high to low): part of the list above
SMILES	CHO-K1 Ca ag	M1 ag	CHRM1 PAM	TAAR1 antag	TAAR1 agonist	CHO-K1 Ca antag	M1 PAM parental	CHO parental Ca	M1 antag
CC1=C(C(=O)N2CCCCCC2)CC(CC(=O)NCc2cccc3ccccc23)C(=O)N1CCC1=CCCCC1 (stereo not given)	4.9	.	.	-5	-1	-29	20	.	.
Cc1cc(C(=O)COC(=O)CCC(=O)c2ccc3c(c2)OCCO3)c(C)n1Cc1ccco1	0.2	-3	3	5	3	-6	9	-20	-2
COc1cccc(-c2cc(C(=O)Nc3cnn(Cc4ccccc4C)c3)no2)c1	0.4	-3	-2	40	4	9	-10	-3	3
COc1ccc(NC(=O)c2cc3c(s2)CCC3)cc1S(=O)(=O)N1CCOCC1	2.8	-1	8	-7	5	-4	16	3	-10
O=C1/C(=C\c2ccc3c(c2)OCO3)CCC/C1=C/c1ccc2c(c1)OCO2	2.8	-2	-3	1	6	2	-1	-14	11
NS(=O)(=O)c1ccc(CCNC(=O)CNC(=O)c2ccccc2Br)cc1	-0.2	-1	9	2	0	-2	12	-5	-13
CC(C)(C)c1ccc(/C=N/OCC(=O)NCc2ccccc2)cc1	0.6	18*	15	-1	3	-13	21	-20	-10
Cc1cc(C)cc(NC(=S)Nc2cccc3cnccc23)c1	-0.8	-13	-12	-7	10	21	-14	.	4
CC(Cc1ccccc1)NC(=O)C1CCCNC1=O (stereo not given)	1.1	-1	9	-1	11	-10	13	2	-13
CNc1cc(-c2cc(OC)ccc2OC)ncn1	0.2	-3	5	-23	1	-10	6	.	-14
CCCCC(O)C1=C[N+](=O)CC=C1 (stereo not given)	0.3	.	.	1	1	-1	-14	.	.

The list goes on.
SMILES	CHO-K1 Ca ag	M1 ag	CHRM1 PAM	TAAR1 antag	TAAR1 agonist	CHO-K1 Ca antag	M1 PAM parental	CHO parental Ca	M1 antag
Cc1sc2ncnc(N3CCC(C(=O)Nc4ccc(C#N)cc4)CC3)c2c1C	2.3	-3	2	12	8	2	12	-10	-11
O=C(NN=C1CCCC1)c1cccc(Br)c1	1.9	-3	3	-9	0	-3	3	-14	-13
CCOC(=O)N1CCN(C(=O)CN(C)S(=O)(=O)c2ccc3c(c2)C(C)(C)C(=O)N3C)CC1	-0.3	-1	10	7	0	12	-2	-20	-15
O=C(NCCCN1CCCCCC1)c1ccc2c(c1)NC(=O)C(N1CCOCC1)S2 (stereo not given)	0.2	-6	-7	0	3	2	0	-10	18
O=S(=O)(c1cccc(Br)c1)N1CCN(CCc2ccccc2)CC1	1.6	-9	5	9	0	-17	31	-9	-7
N#CCCn1c(SCC(=O)NCC2CCCO2)nc2ccccc21 (stereo not given)	0.8	-5	6	2	2	0	24	-13	-6
O=C(CCCC(=O)NC1CCCC1)NC1CCCC1	0.5	-4	16	-1	0	-2	16	1	-7
COc1ccc(NS(=O)(=O)c2cc(NC(=O)[C@@H](NC(=O)c3ccccc3)C(C)C)ccc2C)cc1	0.4	-9	0	6	0	2	20	-11	2
